GRP78 ERSR act = qHTS for Inducers of the Endoplasmic Reticulum Stress Response (ERSR) in Human Glioma: qHTS; actives 0.02% (n = 420,000); Potency, µM, inactives show at the top dose activation, usual class: activators; U87-MG GRP78 promoter luciferase reporter, 16 h; AID 602332, 2012; also: potency is read from the fitted curve at half-maximal effect; series mostly up to about 76 µM; % of control where 0% means no effect; nearly all actives have a fitted effect of over 35% in size
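Stably transfected U87-MG human glioma cells carrying a GRP78-based luminescent sensor were seeded at 1000 cells/well, pin-dosed with compounds and incubated 16 h. Luciferase reagent was then added, and end-point luminescence was read after 10 min at room temperature.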
LDHA inh = qHTS assay for inhibitors of human lactate dehydrogenase; actives 0.15% (n = 480,000); L-lactate dehydrogenase A chain (Homo sapiens), P00338; activity change, % (values are at about 110 or 230 µM); AID 1347041, 2019; purified LDHA, NADH/diaphorase-resazurin fluorescence; hits give low values; in the data active = activity change below about -30%; inconclusive = mostly about -25% to -30%;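 also: plate controls were DMSO wells for no effect and wells without enzyme for full effect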
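Resorufin fluorescence (ex540/em590), read at 0 and 20 min after diaphorase/resazurin addition, reports the NADH left after a 5 min room-temperature reaction of 2 nM human LDH5 with 0.06 mM NADH and 0.2 mM pyruvate.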
D1 potentiator = Potentiators of Human D1 Dopamine Receptor: qHTS. D(1A) dopamine receptor (Homo sapiens), P21728. AID 504651, 2011. HEK293 TREx D1 cells, calcium flux, dopamine EC20 potentiation. potentiation, % at 10 µM. actives 0.036% (n = 360,000); in the data active = potentiation above about 30%; also: 0% is about no effect
D1 antag = Antagonist of Human D 1 Dopamine Receptor: qHTS; D(1A) dopamine receptor (Homo sapiens), P21728; HEK293 TREx D1 cells, calcium flux, dopamine EC80; hits give low values; activity change, negative = inhibition, % at 10 µM; actives 3.2% (n = 360,000); AID 504652, 2011; in the data active = activity change below about -30%; also: % is scaled to controls: 0 for no effect and ±100 for the full control effect
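Kinetic fluorescence of a calcium dye serves as the read-out. D1-expressing Hek293 Trex cells, induced overnight at 30 C, are exposed to compound for 180 s before an EC80 dopamine addition, then read 180 s further.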
D2 potentiator = HTS Assay for Positive Allosteric Modulators of the Human D2 Dopamine Receptor: Primary Screen for Potentiators. D(2) dopamine receptor (Homo sapiens), P14416. AID 485347, 2010. HEK293 T-REx D2, calcium flux, EC20 dopamine potentiation. potentiation, % at 10 µM. actives 0.34% (n = 340,000);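 active = potentiation over 3 SD above the plate norm, cut at about 30% in these data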; also: 0% is about no effect
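Potentiation of an EC20 dopamine calcium response is measured in a force-coupled, tetracycline-inducible Hek293 Trex D2 line. Compound-only kinetic reads over 180 s flag agonists before dopamine addition.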
Vif-APOBEC3F blk = qHTS for Inhibitors of Vif-A3F Interactions: qHTS; HeLa A3F-eYFP + Vif (tagged APOBEC3F with the HIV-1 protein that degrades it), YFP fluorescence increase; Potency, µM (highest dose often 46.1 µM), for the others: at the highest dose activity, negative = active; actives 0.2% (n = 390,000); also: potency is read from the fitted curve at half-maximal effect; % of control where 0% means no effect; nearly all actives have a fitted effect of over 65% in size
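Fluorescence increase (Ex 488/Em 500-530) after overnight compound treatment at 37 deg C flags inhibition of Vif-driven A3F-eYFP loss in stable HeLa A3F-eYFP/Vif cells seeded overnight beforehand.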
D1 agonist = Allosteric Agonists of the Human D1 Dopamine Receptor: qHTS; D(1A) dopamine receptor (Homo sapiens), P21728; HEK293 T-REx D1 cells, calcium flux, agonist mode; activation, % at 2 µM; actives 1% (n = 360,000); in the data active = activation above about 30%; also: 0% is about no effect
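Agonism was scored from calcium flux recorded over 180 s (1 read/s) after pintool compound addition, following a 10-cycle baseline. Cells were inducible force-coupled HEK293 TREx D1, plated overnight at 30 C and loaded with no-wash calcium dye.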
RXFP1 agonist = qHTS Assay for Agonists of the Relaxin Receptor RXFP1; Relaxin receptor 1 (Homo sapiens), Q9HBX9; HEK293T-RXFP1 cAMP TR-FRET, 30 min; response scale: percent of porcine relaxin response, buffer zero; Potency, µM (highest dose often 57.5 µM), inactives show at the top dose activation, hits mostly activators; actives 0.3% (n = 370,000); AID 2676, 2010; also: potency is read from the fitted curve at half-maximal effect; % is scaled to controls: 0 for no effect and ±100 for the full control effect; nearly all actives have a fitted effect of over 60% in size; many of its hits are not listed in these tables
Target sequence (Q9HBX9 whole entry, looked up): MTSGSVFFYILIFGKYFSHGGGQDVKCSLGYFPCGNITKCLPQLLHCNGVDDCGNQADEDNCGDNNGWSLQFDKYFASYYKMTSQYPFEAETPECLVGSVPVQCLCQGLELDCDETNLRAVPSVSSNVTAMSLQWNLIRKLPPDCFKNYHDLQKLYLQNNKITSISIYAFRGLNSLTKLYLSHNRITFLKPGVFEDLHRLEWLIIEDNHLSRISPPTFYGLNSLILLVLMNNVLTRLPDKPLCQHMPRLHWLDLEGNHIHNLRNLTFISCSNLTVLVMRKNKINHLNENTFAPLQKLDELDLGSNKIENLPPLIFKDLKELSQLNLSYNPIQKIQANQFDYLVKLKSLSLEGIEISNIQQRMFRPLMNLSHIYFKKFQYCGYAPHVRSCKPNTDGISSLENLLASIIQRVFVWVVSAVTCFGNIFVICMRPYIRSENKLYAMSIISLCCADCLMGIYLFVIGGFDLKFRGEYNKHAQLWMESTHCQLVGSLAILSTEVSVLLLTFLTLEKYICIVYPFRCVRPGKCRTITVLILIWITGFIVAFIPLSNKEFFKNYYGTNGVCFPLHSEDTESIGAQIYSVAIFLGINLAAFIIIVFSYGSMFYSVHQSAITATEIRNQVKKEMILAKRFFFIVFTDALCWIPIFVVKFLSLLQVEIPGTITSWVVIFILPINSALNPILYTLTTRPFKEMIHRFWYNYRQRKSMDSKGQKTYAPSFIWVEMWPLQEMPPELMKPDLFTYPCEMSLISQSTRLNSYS
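cAMP rise read by TR-FRET after 30 min, 37C compound exposure (up to 58 uM) in RXFP1-transfected HEK293 cells with Ro 20174 present. EC50 from Hill-equation fits, with 29 nM porcine relaxin as 100% and buffer as basal.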
Vif-A3G inh = qHTS for Inhibitors of Vif-A3G Interactions: qHTS; actives 0.076% (n = 410,000); HeLa A3G-eYFP + Vif (tagged APOBEC3G with the HIV-1 protein that degrades it), YFP fluorescence, overnight; Potency, µM (doses to about 46.1 µM), inactives show at the top dose activity, negative = active, actives largely listed as inhibitors; AID 602310, 2012; DNA dC->dU-editing enzyme APOBEC-3G (Homo sapiens), Q9HC16;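 also: potency is read from the fitted curve at half-maximal effect; % is scaled to controls: 0 for no effect and ±100 for the full control effect; nearly all actives have a fitted effect of over 60% in size; hits raise eYFP signal because A3G escapes Vif-driven loss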
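Read-out is eYFP fluorescence (Ex 488/Em 500-530) from Vif-expressing HeLa A3G-eYFP cells; more signal means A3G escaped Vif-mediated degradation. Cells plated overnight, compound pinned in, incubated overnight at 37 deg C.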
* marks the source's active call; other numbers are inactive results; ? = inconclusive; · = no result given; & = joins results of further samples. Unless noted, calls follow the shape of the dose curve; as a rule, active = well fitted curve in the direction sought with a large enough effect; inconclusive = small, poorly fitted or top-dose-only effect, or another doubt; inactive = no such curve, though single readings can be large; an effect the other way counts as inactive or inconclusive.

Every second line gives: D1 agonist	Vif-APOBEC3F blk	Vif-A3G inh	RXFP1 agonist	LDHA inh	D1 potentiator	D2 potentiator	GRP78 ERSR act	D1 antag
1: CC(OC(=O)c1ccccc1Nc1ccc(SC(F)F)cc1)C(N)=O (configuration not stated)
 : 2.0	-5.6%	2.7%	3.2%	2.6	-2.9	7.8	0.0%	-12.2
2: Cc1ccc(NC(=O)C(=O)NC(C)C2COc3ccccc3O2)cc1 (configuration not stated)
 : 2.2	·	-3.1%	-0.6%	-6.5	-8.2	-3.0	-0.4%	8.6
3: Cc1nc(-c2ccccc2)c(Cc2ccccc2O)c(=O)[nH]1
 : 1.4	2.3%	-3.4%	-0.5%	-7.2	-4.2	13.8	-3.7%	-5.3
4: Cc1cccc(C(=O)N2CCC(c3nc(-c4ccc(S(=O)(=O)N5CCOCC5)cc4)no3)CC2)c1
 : 1.4	-6.7%	0.5%	-0.3%	-5.2	-6.0	-0.1	-3.1%	-17.2
5: Cn1c(=O)cc(SCC(=O)NCCC2=CCCCC2)c2ccccc21
 : 1.5	3.1%	0.6%	0.4%	-2.2	-6.5	-9.7	-3.0%	6.3
6: Cc1oc2c(C)c(O)ccc2c(=O)c1-c1nncn1-c1ccccc1
 : 5.2	-12.7%	-0.8%	5.5%	4.3	3.0	3.6	-1.2%	-3.0
7: Cc1ccnc(NS(=O)(=O)c2ccc(NC(=O)c3snnc3C)cc2)n1
 : 4.6	-9.3%	-6.3%	1.9%	-2.8	-6.6	7.4	6.5%	-18.2
8: Nc1ccc2nc(-c3cccc(-c4nc5ccc(N)cc5[nH]4)n3)[nH]c2c1
 : 2.7	-8.4%	-1.7%	3.7%	-2.8	-4.6	-14.8	-4.2%	-7.9
9: Cc1nn(CC(=O)Nc2cccnc2)c(=O)c2ccccc12
 : 2.6	-1.5%	2.6%	12.6%	-11.3	-4.4	-7.9	-4.9%	-4.1
10: Cc1cccc(C(=O)N2CCCC(Nc3ccc(C)c(C)c3)C2)n1 (configuration not stated)
 : 1.2	3.5%	-1.8%	-2.6%	2.6	-2.6	5.0	-5.4%	6.5
11: Cc1ccc(S(=O)(=O)N2CCCC(C(=O)NCCC(C)C)C2)cc1 (configuration not stated)
 : 2.1	-10.8%	-1.8%	5.1%	-3.8	1.2	4.0	2.9%	-15.0
12: CCOc1ccccc1N=C1SCC(C)N1C(=O)C1CCN(c2ncnc3sc(C)c(C)c23)CC1 (configuration not stated)
 : ·	-1.0%	0.0%	·	1.3	·	·	-3.7%	·
13: COc1ccc(S(N)(=O)=O)cc1C(=O)NCCCN1CCN(c2cccc(Cl)c2)CC1
 : 2.3	4.4%	-0.9%	0.7%	0.8	-6.8	-19.1	-2.6%	-50.6*
14: CC1=NN(C(=O)c2cc(C)nn2C)C(O)(C(F)(F)F)C1 (configuration not stated)
 : 1.2	1.8%	-0.7%	1.9%	-4.1	-0.6	-1.3	6.5%	4.8
15: CCOc1ccc(CN2CCN(CCCc3ccccc3)C(CCO)C2)cc1 (configuration not stated)
 : 2.8	1.7%	0.7%	-3.0%	-3.7	-3.8	-11.1	-3.3%	-17.6
16: CN(C)c1ccc(P(=O)(OCc2ccccc2)C(O)c2ccccc2)cc1 (configuration not stated)
 : 3.1	-5.5%	0.3%	0.2%	-7.2	-6.0	-0.7	-4.4%	42.2
17: CC(C)(C)NC(=O)Cn1c(SCC(=O)N2CCCCCC2)nc2ccccc21
 : -0.3	-6.2%	-0.9%	1.5%	0.7	-5.5	12.6	-2.0%	-10.4
18: COCCCN1C(=O)C(=O)/C(=C(/O)c2ccc(S(=O)(=O)N3CCOCC3)cc2)C1c1ccc(Cl)cc1 (configuration not stated)
 : 0.8	3.8%	0.2%	3.8%	-9.4	-1.1	7.1	-4.3%	-14.1
19: N=C1C(c2ccccc2)=C(O)CN1c1cccc(O)c1
 : 2.1	6.3%	-3.2%	-1.5%	-5.6	-4.9	20.5	1.0%	1.9
20: Nc1cc(=O)[nH]c(SCC(=O)N2CCc3ccccc3C2)n1
 : 0.7	4.0%	-0.2%	1.8%	-5.2	-0.2	1.0	-2.9%	6.0
21: COC(=O)CCCNC(=O)c1ccccn1
 : 2.3	-10.5%	2.6%	2.4%	-7.4	-2.4	-5.8	-1.2%	3.5
22: COC(=O)CCc1c(COC(C)=O)[nH]c(C(=O)OCc2ccccc2)c1C
 : 1.6	-5.2%	1.0%	-2.7%	0.5	-2.2	9.1	0.8%	7.8
23: O=C1CCCCN1CCCC(=O)N1CCCC(Nc2ccc(F)cc2)C1 (configuration not stated)
 : 0.1	11.9%	1.6%	1.3%	6.6	-5.8	-7.9	-5.2%	5.0
24: Cc1ccc(CNC(=O)C2CCC(CNS(=O)(=O)c3ccc4c(c3)CCCC(=O)N4)CC2)cc1 (configuration not stated)
 : 1.3	3.7%	-0.3%	2.8%	-7.3	-0.1	-2.1	0.1%	4.0
25: CSCCC(=O)N1CCCC(CNC(=O)c2ccccc2Cl)C1 (configuration not stated)
 : 0.0	-8.6%	-0.6%	-0.9%	-3.2	8.0	12.7	1.8%	26.6
26: O=C(NC1CC2CCCC(C1)N2C(=O)NCc1ccccc1)C1CC1 (configuration not stated)
 : 1.9	5.6%	0.5%	0.0%	-6.1	-2.8	2.5	1.8%	-3.7
27: Nc1nn(-c2ccccc2)c(N)c1N=Nc1ccc2c(c1)OCO2
 : -0.3	-7.5%	-4.6%	-0.3%	-0.3	-7.0	-8.5	-2.6%	-44.6*
28: COc1ccc(CCNC(=O)CSc2ccsc2[N+](=O)[O-])c(OC)c1
 : 11.9	5.1%	-13.9%	1.2%	-0.7	14.5	-4.8	-4.2%	-3.5
29: CCN(CCCNC(=O)c1cc2c(=O)n(CC)c3ccccc3c2s1)Cc1ccccc1
 : 5.4	?	3.2%	0.1%	-0.1	-3.7	-22.2	2.8%	11.6
30: O=C(Cn1c(=O)n(-c2ccc(F)cc2)c(=O)c2sccc21)Nc1cccc(C(F)(F)F)c1
 : 4.4	-2.8%	-10.4%	0.1%	3.0	0.5	16.5	-0.8%	10.9

Compounds listed so far containing an NH in an aromatic ring, in the order listed:
Every second line gives: D1 agonist	Vif-APOBEC3F blk	Vif-A3G inh	RXFP1 agonist	LDHA inh	D1 potentiator	D2 potentiator	GRP78 ERSR act	D1 antag
3: Cc1nc(-c2ccccc2)c(Cc2ccccc2O)c(=O)[nH]1
 : 1.4	2.3%	-3.4%	-0.5%	-7.2	-4.2	13.8	-3.7%	-5.3
8: Nc1ccc2nc(-c3cccc(-c4nc5ccc(N)cc5[nH]4)n3)[nH]c2c1
 : 2.7	-8.4%	-1.7%	3.7%	-2.8	-4.6	-14.8	-4.2%	-7.9
20: Nc1cc(=O)[nH]c(SCC(=O)N2CCc3ccccc3C2)n1
 : 0.7	4.0%	-0.2%	1.8%	-5.2	-0.2	1.0	-2.9%	6.0
22: COC(=O)CCc1c(COC(C)=O)[nH]c(C(=O)OCc2ccccc2)c1C
 : 1.6	-5.2%	1.0%	-2.7%	0.5	-2.2	9.1	0.8%	7.8

Additional compounds follow:
Every second line gives: D1 agonist	Vif-APOBEC3F blk	Vif-A3G inh	RXFP1 agonist	LDHA inh	D1 potentiator	D2 potentiator	GRP78 ERSR act	D1 antag
31: Cc1ccccc1OCc1nnc(SCC(=O)NC2CCCCC2)o1
 : -4.2	-5.4%	4.0%	0.3%	-14.3	-1.6	20.5	-1.1%	8.6
32: COc1c(C)oc2cc(O)ccc2c1=O
 : 1.3	-18.3%	1.1%	5.7%	-1.8	2.0	-4.8	-4.5%	-5.1
33: COc1ccc(CCNC(=O)c2cnc3sc(N4CCC(C)CC4)nn3c2=O)cc1OC
 : 2.8	-4.0%	-0.1%	23.9%	-0.9	1.0	1.8	1.5%	4.4
34: COCCCN1C(=O)C(CC(=O)NCC2CCCCC2)CC(C(=O)N2CCOCC2)=C1C (configuration not stated)
 : ·	0.0%	-8.7%	·	-11.4	·	·	-1.5%	·
35: C=CCNC(=O)C1CC(=O)N(c2ccc(OCC(=O)Nc3ccc(C)cc3)cc2)C1 (configuration not stated)
 : -0.1	-3.5%	-0.9%	3.5%	-11.4	-11.2	8.2	-3.0%	-30.9*
36: Cc1ccc(CCNC(=O)CN2C(=O)COc3ccc(S(=O)(=O)N4CCCCC4)cc32)cc1
 : 3.3&5.1	-7.3%&-3.9%	5.2%&-3.4%	4.4%&1.0%	-2.4&-4.3	2.0&0.1	-5.0&3.1	0.2%&-3.2%	2.2&-4.0
37: COc1ccc(NS(=O)(=O)c2cccc(C(=O)N3CCN(C/C=C/c4ccccc4)CC3)c2)cc1
 : ·	5.9%	-0.6%	·	-2.3	·	·	-1.9%	·
38: Cc1ccc2nc(-c3ccc(NC(=O)CNC4CC4)cc3)sc2c1
 : 10.4	-3.4%	0.2%	2.3%	-8.8	-8.0	2.1	0.1%	-4.1
39: COc1cc(NC(=O)CSc2nccn2C)cc(OC)c1OC
 : -0.8	4.5%	3.2%	0.2%	2.5	-0.7	17.4	-3.4%	15.7
40: COc1ccc(-c2nc(SCC(=O)Nc3ccc4c(c3)OCCO4)c(-c3ccc(F)cc3)[nH]2)cc1OC
 : 1.7	3.8%	-9.4%	0.2%	6.1	-4.9	-14.6	2.6%	-14.2
41: COc1ccc(N2CCN(C(=O)Cn3cnc4sc(C)c(S(=O)(=O)N5CCOCC5)c4c3=O)CC2)cc1
 : -0.8	-22.3%	1.5%	-3.9%	-5.1	-5.2	1.3	-0.7%	-17.6

High-throughput results from PubChem.

Not all compounds are listed. The share of hits here may be higher or lower than overall.
